KLK5 inh = inhibitors of human kallikrein 5. 0.59% of 210,000 active. Q9Y337. recombinant hK5, fluorogenic AMC substrate cleavage. AID 873. inhibition, % at 5 µM;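 active = inhibition of 40% or more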;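 also: 0% = enzyme controls without compound and 100% = no-enzyme blanks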
FXIa inh 1536 = inhibitors of human coagulation factor XIa; purified FXIa, Boc-Glu-Ala-Arg-AMC fluorogenic substrate; inhibition, % at 5 µM; 0.14% of 220,000 active;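 active = inhibition of at least 40%; inactive = inhibition below 40%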;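 also: fluorescence of freed AMC excited at 355 nm; 0% = enzyme without compound and 100% = no enzyme blank; many of its hits are not listed in these tables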
14-3-3 Bad PPI = disrupts binding of bovine 14-3-3 zeta to phospho-Bad peptide | 0.71% of 220,000 active | TR-FRET 14-3-3zeta/Dy647-pBad peptide displacement, 1 h | inhibition, % at 21.7 µM | P63103;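 active = inhibition above about 70%, limit read from the data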;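 also: 0% = full 14-3-3 plus peptide FRET controls and 100% = background without 14-3-3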
Target sequence (P63103 whole entry, looked up): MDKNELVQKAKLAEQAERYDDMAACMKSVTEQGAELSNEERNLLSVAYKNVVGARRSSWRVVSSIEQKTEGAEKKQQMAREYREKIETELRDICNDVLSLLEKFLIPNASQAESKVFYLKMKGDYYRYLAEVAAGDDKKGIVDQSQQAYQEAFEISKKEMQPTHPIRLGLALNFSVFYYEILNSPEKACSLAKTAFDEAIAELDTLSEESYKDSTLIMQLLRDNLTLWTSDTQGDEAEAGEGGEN
Hck Nef HTS = inhibitors of human Hck kinase activated by Nef | 0.68% of 220,000 active | P08631 | inhibition, % at 20 µM | Recombinant Hck-YEEI plus Nef, Z-Lyte FRET kinase assay;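 active = Hck-Nef kinase inhibition above about 50%, limit read from the data; inactive = inhibition below that limit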;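 also: 0% = DMSO with Hck plus Nef and 100% = Hck alone without Nef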
Target sequence (P08631 whole entry, looked up): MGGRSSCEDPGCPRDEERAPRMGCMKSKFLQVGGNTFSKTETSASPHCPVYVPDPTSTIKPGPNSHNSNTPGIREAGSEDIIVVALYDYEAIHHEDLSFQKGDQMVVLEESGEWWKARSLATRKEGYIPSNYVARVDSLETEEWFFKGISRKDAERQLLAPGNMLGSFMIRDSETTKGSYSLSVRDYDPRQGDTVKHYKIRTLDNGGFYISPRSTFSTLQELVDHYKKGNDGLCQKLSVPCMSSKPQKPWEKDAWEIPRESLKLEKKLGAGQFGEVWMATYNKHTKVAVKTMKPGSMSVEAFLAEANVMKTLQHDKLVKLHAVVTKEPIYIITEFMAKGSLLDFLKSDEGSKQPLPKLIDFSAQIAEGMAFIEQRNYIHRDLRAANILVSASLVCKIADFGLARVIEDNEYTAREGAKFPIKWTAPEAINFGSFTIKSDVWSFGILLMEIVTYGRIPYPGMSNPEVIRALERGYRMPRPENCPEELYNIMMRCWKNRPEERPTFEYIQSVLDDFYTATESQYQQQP
Wee1 degr inh = inhibitors of human Wee1 degradation; reporter increase, % at 5 µM; AID 1321; HeLa Luc-Wee1K328M stability, luciferase luminescence; 100% = proteasome inhibitor MG132 effect; 1.2% of 220,000 active; P30291;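 active = activation above the mean of all tested compounds plus 3 SD, set per screening run, cut at about 8.8% in these data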;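 also: cells exposed to compound for 20 h before luminescence read; 0% = DMSO alone and 100% = MG132 at 30 µM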
Runt-SMMHC FRET = inhibitors of human RUNX1 Runt domain binding to CBFb-SMMHC; Q01196+Q13951; Cerulean-Runt/Venus-CBFb-SMMHC FRET ratio 530/480, 1 h; inhibition, % at 20 µM; 0.74% of 220,000 active;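 active = mean inhibition across duplicate retests at 20 µM reaching about 50%, limit read from the data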;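 also: 0% = DMSO wells and 100% = wells with excess untagged CBFb-SMMHC; inhibitors lower the FRET ratio by blocking Runt binding to CBFb-SMMHC; some results filed as inactive read as strong as hits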
Runt-CBFb FRET = Runt domain-CBFb interaction inhibition | Q01196+Q13951 | inhibition, % at 20 µM | Cerulean-Runt/Venus-CBFb FRET ratio 530/480, 1 h | 0.46% of 220,000 active;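 active = inhibition over about 50% at 20 µM in the single-dose screen, limit read from the data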;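 also: 0% = DMSO wells and 100% = excess unlabeled CBFb competitor control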
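Reagent – Venus-CBFb binding partner, 100 nM · Assay system – Cerulean-tagged RUNX1 Runt domain (FRET donor) fusion protein · Input – 100 nM per protein · Incubation – two 1 h room-temperature incubations shielded from light · Measured by – FRET fluorescence · Medium – Tris buffer pH 7.5 with salts and BSA · Benchmarks – unlabeled CBFb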
Thrombin inh = blocks human thrombin protease activity; P00734; inhibition, % at 5 µM; 0.26% of 220,000 active; alpha-thrombin, Boc-VPR-AMC fluorogenic substrate cleavage;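 active = inhibition at or above 40%; inactive = inhibition below 40%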;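 also: 0% = enzyme with no compound and 100% = wells without enzyme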
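Test system: human alpha-thrombin; medium: pH 7.5 Tris-saline with Tween 20; times: reaction at room temperature; signal: AMC fluorescence at 355 nm excitation and 460 nm emission; also added: Boc-VPR-AMC substrate, 15 µM final; dosing: one concentration per compound, 5 µM, with 0.2% DMSO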
FXIIa inh = blocks human coagulation factor XIIa protease activity; AID 800; P00748; purified FXIIa, Boc-QGR-AMC fluorogenic substrate, 2 h; inhibition, % at 5 µM; 0.3% of 220,000 active; in the data active = inhibition above about 40%;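 also: 0% = enzyme with no compound and 100% = blank without enzyme; many of its hits are not listed in these tables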
* hit, by the source's call; i = inactive; / = not tested or not shown; [ ] = another dose, or the depositor's remark.

cpd	SMILES	14-3-3 Bad PPI	Hck Nef HTS	FXIa inh 1536	Thrombin inh	KLK5 inh	Wee1 degr inh	Runt-CBFb FRET	FXIIa inh	Runt-SMMHC FRET
1	CCc1sc(C(=O)NCCc2ccc(S(N)(=O)=O)cc2)cc1Br	-4	-8	-2	-5	-4	-2	-1	2	-1
2	S=C(NCC1CCCO1)N1CCN(c2ccc(Cl)c(Cl)c2)CC1 (stereo not given)	-11	4	-4	5	-5	2	-3	11	-2
3	CCOC(=O)N1CCN(C(=S)Nc2cc(S(=O)(=O)N3CCOCC3)ccc2Cl)CC1	-4	17	-8	4	0	-3	2	2	4
4	Cc1ccc(N(C(=O)Cn2nnc3ccccc32)C(C(=O)NCc2ccco2)c2cccnc2)cc1 (stereo not given)	9[fluorescence artefact?]	3	-1	-3	2	-1	-2	5	-8
5	Cc1cc2ccccc2n2c(SCC(=O)Nc3ccc(S(=O)(=O)N4CCC(C)CC4)cc3)nnc12	5	1	6	-6	-6	-2	-6	5	-7
6	Cc1ccc2c(c1)c1c(n2CC(O)Cn2nc(C)c(Br)c2C)C(=O)CCC1 (stereo not given)	9	0	6	3	-23	-2	-1	10	3
7	CCC(CC)=NNc1ccc(S(N)(=O)=O)cc1[N+](=O)[O-]	0	10	3	2	2	-2	-2	6	-4
8	CCCn1nc(NC(=O)C2CCCO2)c2cc3ccc(C)cc3nc21 (stereo not given)	-5	28	1	0	1	1	18	6	29
9	C[C@H](N)c1nnc(SCC(=O)N(C)C)o1	11[fluorescence artefact?]	-2	-3	-3	-17	3	0	1	0
10	O=C(c1cccc(S(=O)(=O)NCc2ccccc2)c1)N1CCN(Cc2ccccc2)CC1	2[fluorescence artefact?]	-1	6	1	-2	1	-1	13	2
11	CCn1nnc(NC(=O)c2c(OC)cccc2OC)n1	6	-24	-2	-3	-26	3	-1	2	1
12	CCCc1nc2sc3ccccc3c(=O)c2c(=O)n1Cc1ccc(OC)cc1	7	13	5	2	2	-2	-1	7	0
13	O=C(Nc1cccc(S(=O)(=O)N2CCOCC2)c1)c1cc2c(s1)CCC2	10[fluorescence artefact?]	-4	-2	-4	0	0	3	5	0
14	Cc1ccccc1C(=O)NC(=S)Nc1ccccc1[N+](=O)[O-]	-4	-3	-3	-3	-6	-1	4	4	5
15	CC(Oc1ccc(-c2ccccc2)c(F)c1)c1ccn(S(=O)(=O)c2ccc(Cl)cc2)n1 (stereo not given)	-6	0	-8	-3	1	-1	1	-11	-4
16	O=C(Nc1ccc(S(=O)(=O)NCCc2ccccc2)cc1)c1ccc(Br)o1	4	-4	1	-3	-9	1	1	-3	-3
17	Cc1ccc(CCNC(=O)C2CC(c3cccc(F)c3)=NO2)cc1 (stereo not given)	-5	22	-1	-2	-6	/	1	3	-4
18	Cc1ccc(S(=O)(=O)NC(=O)Nc2cc(C)on2)cc1	-10	-9	-4	2	-10	-3	1	2	-1
19	Cc1cc(C(=O)OCC(=O)Nc2cccnc2Cl)c2ccccc2n1	11	13	1	18	27	-2	1	10	0
20	CCCC(=O)Nc1nnc(Sc2ccc(N(C)C)cc2)s1	-5[fluorescence artefact?]	2	6	-5	-13	-1	1	14	3
21	O=C(CSc1nccc(=O)[nH]1)Nc1ccc(Br)c(Cl)c1	7	13	1	2	5	1	1	13	0
22	Cc1cccc(C)c1OCC(O)CN1CCN(c2ccccc2)CC1 (stereo not given)	9	-9	-5	-8	-7	2	-1	3	3
23	Cc1ccc(S(=O)(=O)N2CCC(C(=O)N3CCC[C@H]3C(=O)NCc3ccco3)CC2)cc1	-9[fluorescence artefact?]	-5	-1	-1	-6	-2	2	5	0
24	CC1(C(=O)OCC(=O)NC(=O)NCc2ccccc2)CC1(Cl)Cl (stereo not given)	-4	22	0	-11	-7	0	-2	4	-4
25	O=c1ccc2cc3c([nH]c4ccc(Br)cc43)oc-2c1O	6[fluorescence artefact?]	12	0	-4	-35	-3	12	-9	7

Two compounds drawn at random from those above:
cpd	SMILES	14-3-3 Bad PPI	Hck Nef HTS	FXIa inh 1536	Thrombin inh	KLK5 inh	Wee1 degr inh	Runt-CBFb FRET	FXIIa inh	Runt-SMMHC FRET
7	CCC(CC)=NNc1ccc(S(N)(=O)=O)cc1[N+](=O)[O-]	0	10	3	2	2	-2	-2	6	-4
1	CCc1sc(C(=O)NCCc2ccc(S(N)(=O)=O)cc2)cc1Br	-4	-8	-2	-5	-4	-2	-1	2	-1

(continued)
cpd	SMILES	14-3-3 Bad PPI	Hck Nef HTS	FXIa inh 1536	Thrombin inh	KLK5 inh	Wee1 degr inh	Runt-CBFb FRET	FXIIa inh	Runt-SMMHC FRET
26	Cc1cccc(C(=O)c2cnc3ccccc3c2-c2ccccc2)c1	2	-24	0	-3	1	0	0	0	-4
27	CCOc1ccc(-c2nc(C#N)c(NCc3ccc4c(c3)OCO4)o2)cc1	4[fluorescence artefact?]	17	22	-2	1	-2	0	3	-4
28	Clc1ccc(OCc2nn3c(C4CCCCC4)nnc3s2)cc1	-2[fluorescence artefact?]	5	-3	-2	-2	-1	6	6	1
29	NC(=O)/C=C\C(=O)Nc1cccc(C(F)(F)F)c1	3	0	-7	-2	12	-2	11	14	7
30	COc1ccc(S(=O)(=O)N(CCc2ccccc2)CC(=O)NCCCO)cc1	-3	-12	6	15	7	5	1	9	3
31	Cc1ccc(C(C(=O)NC(C)(C)C)N(Cc2ccccc2)C(=O)c2snc(C(N)=O)c2N)o1 (stereo not given)	1	20	-6	-8	-3	-3	-2	4	-3
32	O=C(CSc1nc2ccccc2nc1SCC(=O)N1CCOCC1)N1CCOCC1	-2	1	7	2	8	-4	2	16	3
33	COc1cc2c(cc1OC)CN(C(=S)Nc1ccc(Cl)cc1)CC2	2	-11	4	-4	2	0	0	8	0
34	O=[N+]([O-])c1ncn(Cc2ccccc2Cl)n1	-17	-3	3	-5	-13	-1	-2	7	0
35	O=C(O)CC(c1cccc(Cl)c1)n1cccc1 (stereo not given)	-22	9	-13	-12	-24	4	2	12	-2
36	O=C(N/N=C\c1coc2ccccc2c1=O)c1ccco1	-3	83*	-9	19	11	-2	-1	7	2
37	COc1ccc(-c2cc(C(=O)NN)[nH]n2)cc1	6	0	8	-17	-3	-1	1	10	-2
38	CC(=O)C1=C(Nc2ccc(C)cc2)CC(C)(O)C(C(C)=O)C1c1ccco1 (stereo not given)	3	2	2	-6	-10	5	0	2	-3
39	O=C(Nc1ccc2c(c1)OCO2)N1CCN(C/C=C/c2ccccc2)CC1	1	0	-1	-1	0	-1	1	-2	-2
40	CC1CC2C3CCC4=CC(=O)C=CC4(C)C3(F)C(O)CC2(C)C1(O)C(=O)CO (stereo not given)	1	12	1	0	0	7	1	9	-2
41	Cc1cc(/C=N/NC(=O)CC#N)c(C)n1-c1ccc([N+](=O)[O-])cc1	-15	-3	8	-2	-1	4	1	9	-1
42	CSCCC(NC(=O)c1ccc(Cl)cc1Cl)C(=O)OCC(N)=O (stereo not given)	0	25	-2	-3	-2	0	2	4	-1
43	O=c1[nH]c2ccccc2nc1/C=C(\O)C(F)F	-9	3	4	4	-2	-2	4	10	64
44	COc1cccc2sc(Nc3nc(-c4cc5ccccc5oc4=O)cs3)nc12	94*[fluorescence artefact?]	-1	4	-9	-8	0	5	5	-5
45	O=[N+]([O-])c1cc(S(=O)(=O)N2CCCCCC2)ccc1Cl	-6	-11	13	4	20	-1	-1	20	-1
46	O=C(C1CC1)N1CCN=C1SCc1ccccc1Cl	7	-1	3	-1	-7	-1	2	17	-3
47	C/C(=N\NC1=NCCN1)c1ccc(Cl)cc1	8	-9	1	-8	-5	0	-2	5	-1
48	CCCCSc1nnc(CNC(=O)C23CC4CC(CC(C4)C2)C3)n1Cc1ccccc1	2[fluorescence artefact?]	0	4	-5	9	1	-6	13	-3
49	CCOc1cccc(CNn2cnnc2)c1OCc1ccccc1Cl	7	0	7	1	-10	-1	-2	10	0
50	Cc1cc(-c2ccccc2)nc(N(C)NC(=O)C(C)(C)C)c1S(C)(=O)=O	-12	18	-5	-1	-12	2	-1	7	2

(cont.)
cpd	SMILES	14-3-3 Bad PPI	Hck Nef HTS	FXIa inh 1536	Thrombin inh	KLK5 inh	Wee1 degr inh	Runt-CBFb FRET	FXIIa inh	Runt-SMMHC FRET
51	CC/S(=N\S(=O)(=O)c1ccc(C)cc1)c1ccccc1 (stereo not given)	-1	16	2	-1	-2	4	1	10	2
52	CCC(C)NC(=O)CSc1nc2scc(-c3ccccc3)c2c(=O)[nH]1 (stereo not given)	-1	-23	4	2	-5	2	0	8	2
53	C/C(Nc1ccccc1)=C(/C#N)C(N)=O	-3	2	1	4	-17	-2	2	15	1
54	O=C(NNS(=O)(=O)c1ccc(F)cc1)C1CCN(Cc2cccc(F)c2)CC1	-6	14	-1	-8	-1	-2	-1	11	-2
55	NC(=O)N=Nc1c(O)[nH]c2c(Br)cc(Br)cc12	0	18	-3	0	-3	3	0	2	-2
56	CCn1c(O)c(N=NC(=O)c2cccc(S(=O)(=O)N3CCCCC3)c2)c2ccccc21	i	-1	3	-4	-25	2	-2	6	-6
57	O=C(Nc1ncccc1O)c1cccc(S(=O)(=O)N2CCc3ccccc32)c1	-7[fluorescence artefact?]	1	-7	-5	3	-3	2	0	2
58	CC(C)c1nc(CNC(=O)CC2C(=O)NCCN2Cc2ccoc2)cs1 (stereo not given)	-1	-5	-5	-7	/	-3	2	3	-1
59	CC(=O)Nc1cccc(Oc2ncnc3scc(-c4ccccc4)c23)c1	13	3	26	10	0	4	-4	19	-5
60	O=C1NCCNC1(c1c[nH]c2ccccc12)C(F)(F)F (stereo not given)	3	2	9	-1	6	7	-1	14	0

Bioassay records (PubChem BioAssay)
